Screening results deposited in PubChem by National Center for Advancing Translational Sciences (NCATS).
TCR act: T cell receptor activation | primary human leukocytes, anti-CD3, IL-2 HTRF, 48 h | Potency, µM (highest dose often 9.22 µM), for the others: at the highest dose activation of IL-2 secretion, most hits filed as activators | 330,000 tested, under 10 active; further: % of control where 0% means no effect
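IL-2 release read by HTRF sandwich (Eu cryptate donor, d2 acceptor, 665 nm emission) after 48 hr exposure of primary human leukocytes to compound together with anti-CD3 beads in the absence of co-stimulatory signals.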
Mito fusion act: inhibitors of mitochondrial division or activators of mitochondrial fusion. S. cerevisiae fusion-defective mutant growth rescue, CellTiterGlo 48 h. Potency, µM (doses to about 46.1 µM), inactives show top-dose growth rescue (activation), usual class: activators. 320,000 tested, 0.23% active;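 further: potency means the concentration at half of the fitted maximal effect; % of control where 0% means no effect; nearly all actives have a fitted effect of over 45% in size; temperature-sensitive fusion mutants such as fzo1-1 at 37 °C on non-fermentable ethanol glycerol medium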
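S. cerevisiae fusion-defective temperature-sensitive mutants (e.g. fzo1-1, mgm1-5) grown 48 h at 37C in YPEG (ethanol/glycerol non-fermentable) medium with 23 nl compound per well; growth rescue read as CellTiterGlo luminescence.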
ASM inhibitor: blocks human secretory acid sphingomyelinase; AID 504937; P17405; Potency, µM (doses to about 57.5 µM), inactives show at the highest dose activity change, negative = inhibition, hits mostly inhibitors; 340,000 tested, 0.006% active; placental ASM, HMU-PC fluorogenic substrate, 60 min; further: potency means the concentration at half of the fitted maximal effect
Target sequence (P17405 47-631 limits assumed): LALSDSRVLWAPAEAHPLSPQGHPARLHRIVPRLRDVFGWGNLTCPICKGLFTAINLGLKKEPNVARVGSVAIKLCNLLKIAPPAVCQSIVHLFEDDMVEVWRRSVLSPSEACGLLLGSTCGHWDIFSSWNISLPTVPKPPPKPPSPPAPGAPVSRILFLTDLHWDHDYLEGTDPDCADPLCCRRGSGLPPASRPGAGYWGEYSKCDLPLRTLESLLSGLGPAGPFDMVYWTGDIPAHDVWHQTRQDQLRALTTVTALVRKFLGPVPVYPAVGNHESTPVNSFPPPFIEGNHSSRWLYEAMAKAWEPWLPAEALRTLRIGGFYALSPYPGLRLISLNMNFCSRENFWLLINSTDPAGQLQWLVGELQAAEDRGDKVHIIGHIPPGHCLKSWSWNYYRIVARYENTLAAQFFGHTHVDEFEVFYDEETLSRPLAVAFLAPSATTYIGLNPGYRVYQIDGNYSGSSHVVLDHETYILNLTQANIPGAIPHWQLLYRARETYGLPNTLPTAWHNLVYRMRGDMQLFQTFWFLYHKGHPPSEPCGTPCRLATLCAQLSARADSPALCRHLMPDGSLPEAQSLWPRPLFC
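Fluorescence read-out (Ex 386 nm, Em 447 nm) after stopping the reaction at pH 10. Enzyme: ASM from human placenta; substrate HMU-PC0, 9 uM final; 60 min, 37 °C. Compound preincubation 10 min, ambient temperature.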
PTAP TSG101 blk: blocks PTAP/TSG101 interaction to inhibit HIV-1 budding. 340,000 tested, under 10 active. Q99816. Potency, µM (doses to about 115 µM), for inactives: at the top dose activity change, negative = inhibition, hits mostly inhibitors. Fluorescence polarization, FITC-PTAP peptide / Tsg101 binding; active means well fitted inhibition curve with a large enough effect in the main read-out, with a control signal flat, not every such curve was filed as active; inconclusive means small, poorly fitted or top-dose-only effect, or effect the other way, or a change in a side signal; inactive means no such curve, though single readings can be large or run the other way; further: potency means the concentration at half of the fitted maximal effect; % of control where 0% means no effect
Target sequence (Q99816 whole entry, looked up): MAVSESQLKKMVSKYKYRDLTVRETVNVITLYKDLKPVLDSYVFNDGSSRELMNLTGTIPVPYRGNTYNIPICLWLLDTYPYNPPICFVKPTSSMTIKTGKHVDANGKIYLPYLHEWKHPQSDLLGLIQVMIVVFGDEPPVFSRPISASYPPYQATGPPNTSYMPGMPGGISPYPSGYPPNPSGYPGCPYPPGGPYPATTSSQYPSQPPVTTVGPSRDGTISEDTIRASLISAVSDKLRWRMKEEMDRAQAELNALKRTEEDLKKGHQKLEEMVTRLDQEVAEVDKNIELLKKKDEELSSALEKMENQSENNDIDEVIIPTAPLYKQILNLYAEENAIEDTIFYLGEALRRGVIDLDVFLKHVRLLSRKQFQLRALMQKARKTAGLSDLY
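Steps: Tsg101 binding domain dispensed (10 uM final), compounds pinned in DMSO, FITC-labeled PTAP-motif peptide added (50 nM final); after 20 min binding at room temperature, polarization measured.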
TSHR antagonist: human thyrotropin receptor antagonism. 330,000 tested, 0.2% active. activity change, negative = inhibition, % at 11.5 µM. AID 504810. TSHR-expressing cells, TSH-stimulated cAMP HTRF, 2 h; active compounds read low;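 active means activity change below a set negative limit, meaning inhibition stronger than a set level, cut at about -70% in these data; inconclusive means activity change between two set negative limits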; further: on the % scale 0 is the no-effect control and ±100 the full control effect
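Competitive HTRF cAMP read-out (cryptate anti-cAMP antibody, cAMP-d2; 30 min, room temperature) in freshly harvested TSHR cells. Compounds added before TSH at EC80 (4nM final), followed by 2 hours' incubation at 37 deg C.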
A-T KAP1 phos: candidate therapy for ataxia-telangiectasia; […] A-T fibroblasts, KAP-1 phosphorylation AlphaLISA; neocarzinostatin DNA damage 30 min before lysis; Potency, µM (titrated, usually from 57.5 µM), inactives show at the top dose activation, hits mostly activators; 320,000 tested, 0.19% active; AID 485349; further: potency means the concentration at half of the fitted maximal effect; % of control where 0% means no effect; nearly all actives have a fitted effect of over 45% in size
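ATM-like activity read as KAP-1 phosphorylation via AlphaLISA donor/acceptor antibody pairs after lysis and 6 hr at 25C. Cells were ATM-null patient fibroblasts ([…], hTERT), dosed 60 min, then exposed to the DSB inducer NCS for 30 min.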
MBNL1-CUG inh: inhibitors of human MBNL1 binding to CUG repeat RNA; Q9NR56; TR-FRET MBNL1-His/biotin-(CUG)12 binding, 665/545 ratio; Potency, µM (titrated, usually from 57.5 µM), for inactives: at the highest dose activity change, negative = inhibition, usual class: inhibitors; 280,000 tested, 0.036% active; active means well fitted inhibition curve with a large enough effect in the signal ratio, with a control signal flat, not every such curve was filed as active; inconclusive means small, poorly fitted or top-dose-only effect, or effect the other way, or a change in a side signal; inactive means no such curve, though single readings can be large or run the other way; the % refers to the signal ratio; further: potency means the concentration at half of the fitted maximal effect; on the % scale 0 is the no-effect control and ±100 the full control effect
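Compound titration spanned 92 nM–58 uM against the MBNL1-His/biotin-(CUG)12 complex. After 60 min at room temperature with 5 nM streptavidin-XL665 and 0.055 ng/ul terbium anti-His, ratiometric 665/545 nm emission (Ex 340 nm) normalized to controls.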
Menin-MLL TR inh: inhibitors of human menin-MLL interaction, mutant MLL peptide. O00255. 270,000 tested, 0.23% active. Potency, µM (highest dose often 61.6 µM), for the others: at the highest dose FP activity change, negative = inhibition, usual class: inhibitors. Menin + Texas Red MLL mutant peptide, fluorescence polarization; active means well fitted inhibition curve with a large enough effect in the polarisation, with a control signal flat, not every such curve was filed as active; inconclusive means small, poorly fitted or top-dose-only effect, or effect the other way, or a change in a side signal; inactive means no such curve, though single readings can be large or run the other way; the % refers to the polarisation; further: potency means the concentration at half of the fitted maximal effect; % of control where 0% means no effect; many of its hits are not listed in these tables
MLL CXXC-DNA inh: blocks binding of human MLL CXXC domain to DNA. Potency, µM (doses to about 115 µM), without a hit: at the top dose activity change, negative = inhibition, actives largely listed as inhibitors. MLL-CXXC / FITC-HOXA9 DNA fluorescence polarization. 290,000 tested, 0.037% active; active means well fitted inhibition curve with a large enough effect in the polarisation, with a control signal flat, not every such curve was filed as active; inconclusive means small, poorly fitted or top-dose-only effect, or effect the other way, or a change in a side signal; inactive means no such curve, though single readings can be large or run the other way; the % refers to the polarisation; further: potency means the concentration at half of the fitted maximal effect
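Steps: dispense CXXC domain solution (7 uM) → pin compounds or unlabeled HOX-A9 DNA control → 5 min ambient → add FLSN-HOX-A9 solution (50 nM) → spin → 30 min ambient → fluorescence polarization. Tris pH 7.5/NaCl/DTT/BSA buffer.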
Integrin act MD: activators of alpha7 integrin expression for muscular dystrophy | alpha7betagal myoblasts, beta-gal FDG fluorescence, 48 h | Potency, µM (highest dose often 38.3 µM), inactives show at the top dose activation, actives largely listed as activators | 350,000 tested, 0.064% active | AID 624291;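 further: potency means the concentration at half of the fitted maximal effect; 100% = response of the positive control SU9516; nearly all actives have a fitted effect of over 60% in size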
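alpha7betagal+/- myoblasts (passage 13, 250/well) treated 48 h at 37C with compounds at 1:260 dilution of DMSO stock. Lysed, then beta-galactosidase activity read as FDG fluorescence (ex 480/em 540) after 30 min, with pre-read for autofluorescence.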
Starred values were filed as active, the others as inactive; ? = inconclusive; . = no result given; [ ] = remark or other dose. Unless noted, the call rests on the fitted dose curve; in most records, active means well fitted curve in the direction sought with a large enough effect; inconclusive means small, poorly fitted or top-dose-only effect, or another doubt; inactive means no such curve, though single readings can be large; an effect the other way counts as inactive or inconclusive.

SMILES,TCR act,Mito fusion act,ASM inhibitor,PTAP TSG101 blk,TSHR antagonist,A-T KAP1 phos,MBNL1-CUG inh,Menin-MLL TR inh,MLL CXXC-DNA inh,Integrin act MD
COc1ccc(/C=C/c2nc3ccccc3n2Cc2ccc(OC)c(OC)c2)cc1,0%[46.1 µM],21%,104%,-13%,6,-9%,10%,4%,28%,-8%
CCOC(=O)C1CCN(C(=O)CNC(=O)c2nn(-c3ccc(OC)cc3OC)c(=O)c3ccccc23)CC1,-2%,4%,2%,-2%,-2,1%,5%,-20%,-1%,12%
CCC(CC)C(=O)N1CCN(Cc2ccc3c(c2)OCO3)CC1,3%,3%,2%,-4%,-8,-2%,-4%,-8%,0%,13%
Nn1c(SCC(=O)NCc2ccc3c(c2)OCO3)nnc1C1CC1,-4%,-1%,2%,-4%,2,.,-11%,-3%,-2%,22%
CNC(=O)c1ccc(S(=O)(=O)c2ccc(Cl)cc2)c(NC(C)=O)c1,-6%,8%,-1%,-4%,-5,-20%,0%,6%,22%,?
COc1ccc(-c2cc(C(F)(F)F)nc(SCC(=O)N(C)Cc3cnn(C)c3C)n2)cc1OC,1%[46.1 µM],-1%,.,1%,-6,-4%,.,-8%,4%,-11%
CSCCn1c(C(C)(C)C)cc(C(=O)O)c1C,9%,-1%,2%,-3%,-1,-13%,.,.,-1%,?
Nc1cc(OCc2ccccc2)ccc1OCc1ccccc1,-5%,.,0%,-1%,.,.,.,.,.,-22%
CC(=O)N1CCc2cc(Br)cc(S(=O)(=O)NCCCN3CCCC(C)C3)c21 (stereo not drawn),1%,-1%,-1%,0%,7,-6%,-18%,8%,10%,-11%
CN1CCN(C(=O)c2cc3ccccc3oc2=O)CC1,-9%,-3%,3%,-3%,31,-1%,0%,0%,-5%,-4%
Cc1cccc(NC(=O)C2C3C=CC(O3)C2C(=O)O)c1C (stereo not drawn),-6%,-3%,3%,-5%,3,-3%,3%,11%,0%,-1%
O=C(c1ccco1)N1CCN(Cc2nnnn2CC2CCCO2)CC1 (stereo not drawn),-2%,-7%,2%,0%,0,-4%[11.5 µM],-17%,1%,9%,-37%
Cc1ccc(C(C(=O)NC2CCCCC2)N(CC2CCCO2)C(=O)CNC(=O)c2ccco2)cc1 (stereo not drawn),6%,14%,3%,-2%,4,-29%,-13%,2%,-7%,1%
COc1cc(/C=C(\C#N)c2nc3ccccc3s2)cc([N+](=O)[O-])c1O,-2%,1%,?,-12%,-71*,6%,8%,?,-19%,1%
CCOc1ccc(C(=O)NCCC(=O)N2CCC3(CC2)NCCc2[nH]cnc23)cc1OCC,1%,-9%,7%,1%,2,-5%,-7%,.,-5%,9%
CC(=O)c1cc2c(ccc3ccccc32)oc1=O,-13%,2%,.,-2%,-8,-2%,?,23%,0%,-68%[inhibitor]
COc1ccccc1N1CCN(C(=O)CCCCCn2c(=O)[nH]c3ccsc3c2=O)CC1,-3%,-3%,-1%,-6%,-10,-1%,.,-14%,15%,2%
COc1ccc(C(=O)OC(C)C(=O)NC(C)CCc2ccccc2)cc1[N+](=O)[O-] (stereo not drawn),10%,1%,0%,0%,-1,-7%,6%,23%,-4%,2%
O=C(COC(=O)[C@@H]1CC(O)CN1S(=O)(=O)c1ccc2c(c1)OCCO2)NCc1ccc(F)cc1 (stereo partly drawn),-4%,-4%,0%,-1%,-3,-13%,-4%,-2%,-9%,-4%
Cc1cccc(/C(N)=N/OC(=O)C23CC4CC(CC(C4)C2)C3)c1,1%[46.1 µM],?,-2%,-4%,0,5%,-17%[11.5 µM],14%,2%,-14%
Cc1cccc(Oc2sc(C(=O)c3ccccc3)c(N)c2C#N)c1C,3%,2%,?,-1%,-30,3%,26%,6%,7%,-6%
CCOc1ccc2nc(NC(=O)CSc3nc4cccnc4n3C)sc2c1,0%,0%,-2%,-3%,-10,2%,-3%,2%,0%,-15%
CCOc1ccccc1CNC(=O)c1cc2oc3ccccc3c2n1CC,2%,16%,1%,0%,0,2%,-1%,8%,-18%,-26%
Cc1ccc(C23CC4CC(CC(NC(=O)N5CCN(C)CC5)(C4)C2)C3)cc1,1%,1%,0%,-2%,.,2%,12%,?,15%,-54%[inhibitor]
COc1ccc(-c2cc(C(=O)Nc3sc4c(c3C#N)CCCC4)c3ccccc3n2)cc1,0%[46.1 µM],-3%,-9%,-5%,-11,0%,.,-15%,10%,15%
O=C(O)/C=C/C(=O)NCCCc1ccccc1,-3%,-3%,2%,-3%,19,-3%,0%,10%,-6%,-13%
Cc1ccc(C)c(Oc2coc3cc(OC(=O)c4cccs4)ccc3c2=O)c1,-5%,.,0%,-1%,.,.,.,.,.,13%
Cc1ccc(Oc2nnc(-c3cccs3)c3ccccc23)cc1C,1%[46.1 µM],10%,-7%,-3%,-9,14%,?,1%,-1%,2%
COC(=O)CSc1nc2c(c(-c3ccc(C)o3)c1C#N)CCCC2,.,9%,0%,-6%,-36,9%,6%,5%,-3%,-18%[7.66 µM]
O=C(Nc1ccc(F)cc1)c1sccc1SCc1cccc(C(F)(F)F)c1,.,6%,-13%,0%,-19,12%,6%,20%,-3%,33%[7.66 µM]

Reprinted from above (4 entries):
SMILES,TCR act,Mito fusion act,ASM inhibitor,PTAP TSG101 blk,TSHR antagonist,A-T KAP1 phos,MBNL1-CUG inh,Menin-MLL TR inh,MLL CXXC-DNA inh,Integrin act MD
Cc1cccc(Oc2sc(C(=O)c3ccccc3)c(N)c2C#N)c1C,3%,2%,?,-1%,-30,3%,26%,6%,7%,-6%
CCOc1ccc2nc(NC(=O)CSc3nc4cccnc4n3C)sc2c1,0%,0%,-2%,-3%,-10,2%,-3%,2%,0%,-15%
CCOc1ccccc1CNC(=O)c1cc2oc3ccccc3c2n1CC,2%,16%,1%,0%,0,2%,-1%,8%,-18%,-26%
Cc1ccc(C23CC4CC(CC(NC(=O)N5CCN(C)CC5)(C4)C2)C3)cc1,1%,1%,0%,-2%,.,2%,12%,?,15%,-54%[inhibitor]

(continued)
SMILES,TCR act,Mito fusion act,ASM inhibitor,PTAP TSG101 blk,TSHR antagonist,A-T KAP1 phos,MBNL1-CUG inh,Menin-MLL TR inh,MLL CXXC-DNA inh,Integrin act MD
CCOC(=O)c1[nH]c(C)c(C(=O)OCC(=O)N(Cc2ccccc2)C(C)C)c1C,6%,2%,-2%,-2%,15,2%,.,.,.,-20%
Cc1ccc(C(=O)N/C(=C\c2cccs2)C(=O)NCCCn2ccnc2)cc1C,2%,-4%,-1%,-2%,-2,3%,20%,18%,-2%,-7%
O=C(NCCN1CCCCC1)c1cc(COc2c(F)cccc2F)on1,0%,0%,0%,-15%,19,4%,-6%,-14%,5%,-8%
O=C(Nc1ccccc1)c1ccc(NCCc2ccccc2)c([N+](=O)[O-])c1,3%[46.1 µM],-3%,-7%,?,3,-1%,0%,?,?,5%
COCC(=O)Nc1ccc2nc3n(c(=O)c2c1)CCCCC3,-4%,1%,3%,-1%,16,5%,-8%,.,-3%,-12%
Cc1cc(C)c(S(=O)(=O)Nc2ccc(O)cc2)cc1C,2%,2%,-2%,-4%,-9,-5%,2%,28%,19%,10%
CC(C)c1ccc(C2C(C#N)=C(N)N3C(=C2C#N)Sc2ccccc23)cc1 (stereo not drawn),.,-2%,.,.,13,10%,122%[activator],?,?,.
CCc1sc(NS(C)(=O)=O)nc1-c1ccccc1,3%,-2%,0%,1%,9,.,-1%,1%,1%,-21%[7.66 µM]
COc1ccc(C2CC(=O)c3cnc(N4CCc5ccccc54)nc3C2)c(OC)c1 (stereo not drawn),.,0%,.,.,9,1%,-6%,-3%,-2%,.
CC1(C)CC(=S)Nc2ccccc2S1,4%[46.1 µM],-6%,0%,-7%,6,1%,-1%,15%,-3%,0%
CN1CCc2c(c3c(n2C)CCN(C)C3c2ccc(F)cc2)C1c1ccc(F)cc1 (stereo not drawn),-7%,4%,2%,-3%,-2,5%,2%,.,1%,-17%

A portion of the library. The share of hits here may be higher or lower than overall.
